SR-BI HDL uptake: blocks mouse SR-BI lipid uptake from DiI-HDL. Q61009. ldlA[mSR-BI] CHO cells, DiI-HDL uptake fluorescence, 3 h. inhibition, % at 12.5 µM. actives 0.96% (n = 320,000). AID 488896;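 active = mean replicate inhibition of at least 70% and a set share of replicates each scoring 70 or more; inconclusive = meets just one of the two criteria; inactive = fails both criteria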;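 note: 0% = median of neutral control wells and 100% = median of positive control wells; values of inactives mirror those of a sister screen read the other way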
Target sequence (Q61009 whole entry, looked up): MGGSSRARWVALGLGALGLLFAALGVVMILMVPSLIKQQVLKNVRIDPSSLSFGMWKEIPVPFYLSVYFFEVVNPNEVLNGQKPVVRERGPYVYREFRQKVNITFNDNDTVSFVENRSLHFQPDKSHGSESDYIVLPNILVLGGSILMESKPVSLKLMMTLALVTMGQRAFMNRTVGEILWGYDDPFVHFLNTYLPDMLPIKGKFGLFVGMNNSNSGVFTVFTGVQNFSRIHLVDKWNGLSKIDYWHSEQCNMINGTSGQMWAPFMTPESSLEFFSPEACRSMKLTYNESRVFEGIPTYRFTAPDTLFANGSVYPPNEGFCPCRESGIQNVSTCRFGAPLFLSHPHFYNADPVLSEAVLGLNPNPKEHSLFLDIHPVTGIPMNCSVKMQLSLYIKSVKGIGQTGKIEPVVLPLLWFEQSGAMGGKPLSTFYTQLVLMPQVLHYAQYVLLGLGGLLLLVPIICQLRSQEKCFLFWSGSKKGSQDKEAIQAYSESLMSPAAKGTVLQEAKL
Rtt109 Vps75: C. albicans Rtt109 histone acetyltransferase inhibition; Q5AAJ8; purified Rtt109/Vps75, ThioGlo CoA-SH fluorescence, 4 h; inhibition, % at 34.9 µM; actives 0.16% (n = 330,000); AID 540336;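 active = inhibition of at least 50% in every replicate; inconclusive = best replicate reaches 50% inhibition but some replicates fall short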
SR-BI DiI-HDL act: enhances SR-BI lipid uptake from DiI-HDL. CHO ldlA[mSR-BI] cells, DiI-HDL uptake fluorescence, 3 h; 100 = double the neutral-control signal. activation, % at 12.5 µM. actives 0.096% (n = 320,000). AID 504775;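 active = mean replicate activation of at least 60% and every replicate at or above 60%; inconclusive = mean or all-replicate condition met, but not both; inactive = mean below 60% and not all replicates reaching 60%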;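 note: 0% = median plate neutral-control signal and 100% = twice that signal; values of inactives mirror those of a sister screen read the other way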
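material = CHO ldlA[mSR-BI] cells | medium = Ham's F12 with 0.5% BSA, HEPES 25 mM, pH 7.4 | reagent = fluorescent DiI-HDL, 10 µg/mL final | compound dosing = single-point compound dose | incubation = 3 h, 37 °C | measured by = bottom-read fluorescence, 550/595 nm | measure = HDL uptake via cellular fluorescence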
PfHsp90 set2: inhibits growth of yeast expressing Plasmodium falciparum Hsp90. inhibition, % at 9.4 µM. actives 0.32% (n = 310,000). S. cerevisiae expressing PfHsp90, BacTiter-Glo ATP, 48 h; yeast lacking PDR1 and PDR3 efflux regulators;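 active = every replicate shows inhibition above about 80%, whatever the replicate mean, limit read from the data; inconclusive = mean inhibition reaches the set limit but some replicate falls short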;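 note: 0% = DMSO neutral controls and 100% = 20 µM radicicol positive controls; yeast relying on Plasmodium falciparum Hsp90 in place of its own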
PvdQ inh: blocks Pseudomonas aeruginosa PvdQ acylase activity. inhibition, % at 10 µM. actives 0.063% (n = 340,000). purified PvdQ acylase, fluorescence plate reader. AID 488965; in the data active = inhibition above about 30%, passing the limit was not always enough; inconclusive = no clear call, values can overlap the other calls;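 note: 0% = vehicle neutral wells and 100% = reference inhibitor wells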
CAL PDZ FP-1: inhibitors of human CAL PDZ peptide binding; inhibition, % at 24.9 µM; actives 0.92% (n = 300,000); Q9HD26; purified CAL PDZ, TMR-peptide fluorescence polarization, 1 h; AID 602252;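 active = mean inhibition of at least 30% with at least half of replicates also reaching 30%; inconclusive = no clear call, values can overlap the other calls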;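 note: 0% = DMSO neutral control and 100% = excess unlabeled competitor peptide PRC23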
MITF TRPM1 HTS: MITF TRPM1 promoter activation in melanoma cells; SK-MEL-5 TRPM1-promoter luciferase, 24 h; % of positive control, neutral wells = 0; actives 0.75% (n = 300,000); AID 588334; activation, % at 12.5 µM;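 active = mean activation of at least 80% with every replicate also reaching 80%; inconclusive = mean reaches 80% but some replicate falls short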;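 note: 0% = neutral control wells and 100% = parthenolide positive control wells; values of inactives mirror those of a sister screen read the other way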
dFosB act: activators of mouse delta FosB homodimer; purified delta FosB, TAMRA-CDK5 oligo fluorescence polarization; percent of positive-control signal above neutral wells; actives 0.99% (n = 340,000); P13346; activation, % at 25 µM;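 active = mean activation above about 17%, with every replicate also reaching it, limit read from the data, passing the limit was not always enough; inconclusive = only one of the two conditions met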;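 note: fluorescence polarization rise as delta FosB binds a TAMRA Cdk5 AP-1 oligo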
Target sequence (P13346 whole entry, looked up): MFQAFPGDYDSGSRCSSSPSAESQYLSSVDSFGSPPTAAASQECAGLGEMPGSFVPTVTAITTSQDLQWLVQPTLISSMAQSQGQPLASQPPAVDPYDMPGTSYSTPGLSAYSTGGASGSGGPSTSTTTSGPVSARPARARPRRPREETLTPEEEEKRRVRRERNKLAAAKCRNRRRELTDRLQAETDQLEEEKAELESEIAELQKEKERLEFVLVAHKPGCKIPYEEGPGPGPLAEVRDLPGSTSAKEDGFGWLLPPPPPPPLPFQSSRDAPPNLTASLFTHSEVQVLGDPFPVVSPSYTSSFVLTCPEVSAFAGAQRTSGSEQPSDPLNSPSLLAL
NSD2 inh: blocks human histone methyltransferase NSD2; NSD2 peptide methylation, AlphaScreen, 120 min; inhibition, % at 12.5 µM; actives 0.54% (n = 310,000); AID 743445; in the data active = inhibition above about 50%
CAL PDZ FP-2: human CAL PDZ-peptide interaction inhibition | Q9HD26 | purified CAL PDZ, TMR-peptide fluorescence polarization, 1 h | AID 504414 | actives 0.02% (n = 330,000) | inhibition, % at 20 µM;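 active = highest replicate inhibition of at least 40%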;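 note: plate controls were DMSO neutral control wells for no effect and unlabeled competitor peptide control wells for full effect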
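System: purified tagged CAL PDZ domain construct (CerCALP). Schedule: 1 h incubation at room temperature before polarization reading. Medium: 25 mM sodium phosphate pH 7.4, 150 mM NaCl, TCEP, IgG, Thesit. Read-out: percent inhibition from loss of millipolarization. Measured by: FP readout, S and P plane fluorescence. Probe or stimulus: fluorescent TMR peptide probe.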
The depositor's hits bear a star; ? = inconclusive; / = not tested or not shown.

| SR-BI DiI-HDL act | NSD2 inh | CAL PDZ FP-2 | PvdQ inh | dFosB act | SR-BI HDL uptake | Rtt109 Vps75 | MITF TRPM1 HTS | mol | CAL PDZ FP-1 | PfHsp90 set2 |
| --- | --- | --- | --- | --- | --- | --- | --- | --- | --- | --- |
| 1 | 0 | 0.2 | -7 | -4 | -1 | 4 | -8 | CCOc1ccc(N/C=C/C(=O)c2ccccc2)cc1 | / | 11 |
| 14 | 6 | -1.9 | -3 | -10 | -14 | 2 | -1 | Cc1ccc(NC(=O)COC(=O)Cc2cccs2)cc1S(=O)(=O)N1CCOCC1 | 2 | -1 |
| 11 | 0 | -0.4 | -11 | 1 | -11 | -8 | -1 | CCc1cccc(C)c1NC(=O)C(c1ccccc1)N1CCC1=O (configuration not stated) | -1 | -7 |
| 0 | 19 | -1.8 | -22 | -4 | 0 | 5 | -10 | O=C(c1cc2ncc(Br)cn2n1)N1CCCCC1 | -1 | -4 |
| / | 2 | -1.3 | -3 | -14 | / | -52 | 2 | O=C(c1ccco1)N1CCN(C(=O)c2cccn3c(=O)c4c5c(sc4nc23)CCCC5)CC1 | 6 | -101 |
| 11 | -2 | -1.2 | 12 | -1 | -11 | 0 | -2 | O=C(Nc1ccccc1)N1CCC(=S)Nc2ccccc21 | -2 | 14 |
| 21 | / | 1.1 | 1 | 6 | -21 | -18 | 8 | COc1cc(CCCN2CCNC[C@H]2Cc2ccc(O)cc2)cc(OC)c1OC | 2 | -7 |
| -14 | -2 | -4.1 | -13 | 1 | 14 | 0 | 4 | O=C(Nc1ccccn1)c1ccc(Cl)c(S(=O)(=O)N2CCc3ccccc32)c1 | 0 | 14 |
| -9 | / | -2.1 | 0 | 1 | 9 | 11 | -13 | Nc1ccc(C(=O)O)cc1[N+](=O)[O-] | -3 | 3 |
| 20 | -1 | -0.5 | 7 | 3 | -20 | 9 | 95* | Cc1ccc(Nc2nc(N)nc(COC(=O)C3=COCCO3)n2)cc1 | / | -8 |
| -22 | 2 | -0.8 | -6 | -9 | 22 | 1 | 25 | CCOC(=O)C(C)On1c(-c2cccc(Cl)c2)nc2ccc([N+](=O)[O-])cc21 (configuration not stated) | -3 | -7 |
| -19 | -1 | 0.0 | -11 | -8 | 19 | 4 | -8 | Cc1ccc(-c2noc(CN(C(=O)C(c3ccccc3)c3ccccc3)C(C)C)n2)cc1 | -4 | 8 |
| -13 | / | 0.5 | -10 | 0 | 13 | -4 | 26 | Cc1nc(-c2ccc(Cl)cc2)sc1C1(C)CC(c2ccc(C#N)cc2)=NO1 (configuration not stated) | -12 | -6 |
| -25 | / | 0.0 | -6 | -3 | 25 | 0 | -5 | O=C(NCc1ccccc1)C1=C[C@@H](c2ccc3c(c2)OCO3)C[C@@H](OCCCCO)O1 | 6 | -14 |
| 1 | / | -0.1 | 4 | 1 | -1 | 9 | 0 | CC(Cc1ccccc1)C(=O)NCc1nc2ccccc2s1 (configuration not stated) | -2 | 4 |
| -8 | / | -1.5 | -11 | -7 | 8 | -8 | 5 | COc1ccc(OC)c(C(=O)NC(CC(N)=O)c2ccc(N3CCN(c4ccccn4)CC3)c([N+](=O)[O-])c2)c1 (configuration not stated) | -8 | -7 |
| -34 | 1 | 0.2 | -12 | -2 | 34 | 2 | 20 | O=C(Nc1ccc(N2CCN(C(=O)c3ccco3)CC2)cc1)c1cccs1 | -2 | -15 |
| -34 | -2 | -2.2 | 3 | 0 | 34 | -12 | -2 | COc1cc(/C=C/C(=O)Nc2ccc(N3CCCCC3)c(S(=O)(=O)Nc3ccccc3Cl)c2)cc(OC)c1OC | -4 | -8 |
| 6 | -6 | 0.8 | -11 | -6 | -6 | -4 | 0 | O=C(COC(=O)c1ccc(O)cc1)NCCCc1ccccc1 | -5 | -5 |
| -6 | 2 | -1.8 | -10 | 0 | 6 | 8 | / | Cc1ccc2cccc(NC(=O)C(F)(F)F)c2n1 | -1 | / |
| -2 | 0 | -2.4 | -8 | -10 | 2 | -7 | 10 | COc1ccc(C(=O)Nc2ccccc2C(=O)NCCN2CCOCC2)cc1 | -3 | 2 |
| 29 | 2 | -0.9 | -4 | -36 | -29 | -2 | -9 | CCn1c2ccc(C)cc2c2nc3cc(C(=O)O)ccc3nc21 | -3 | 74 |
| 20 | / | -0.6 | 5 | 5 | -20 | -1 | -8 | CN=C(Nc1cc(C)nn1CCC#N)c1ccc(F)cc1 | -1 | 18 |
| -1 | 0 | 0.9 | 2 | -4 | 1 | 6 | / | Cc1ccc(C(=O)CSc2nnc(COc3cc(C)cc(C)c3)o2)cc1 | -3 | -1 |
| / | -3 | 0.2 | -15 | -10 | / | 6 | 4 | C=CCNc1nc2ccccc2nc1NS(=O)(=O)c1cccc(C)c1 | -1 | -24 |
| 3 | 2 | -0.6 | -13 | -4 | -3 | -7 | / | Cc1ccc(-c2nn[nH]n2)o1 | -7 | / |
| / | -5 | -1.8 | -13 | -4 | / | 3 | -2 | CCOc1ccc2[nH]c(=O)c(CN(CCCO)S(=O)(=O)c3ccc(F)cc3)cc2c1 | -5 | -2 |
| 4 | -2 | -1.9 | -14 | -7 | -4 | -17 | -2 | CCCC(=O)N1CCC(CCC(=O)NC2CC2)CC1 | -3 | -3 |
| 21 | 5 | -3.1 | -12 | -2 | -21 | -46 | / | CCN1C(=O)CC(N2CCN(c3ccc(OC)cc3)CC2)C1=O (configuration not stated) | -6 | -39 |
| -5 | -4 | -1.6 | -10 | -7 | 5 | -8 | -1 | COC(=O)c1ccc(NC(=O)CSc2nc3cccnc3n2C)cc1 | -8 | 0 |

Reprinted from the part before: 2 entries, then new ones.
| SR-BI DiI-HDL act | NSD2 inh | CAL PDZ FP-2 | PvdQ inh | dFosB act | SR-BI HDL uptake | Rtt109 Vps75 | MITF TRPM1 HTS | mol | CAL PDZ FP-1 | PfHsp90 set2 |
| --- | --- | --- | --- | --- | --- | --- | --- | --- | --- | --- |
| 21 | 5 | -3.1 | -12 | -2 | -21 | -46 | / | CCN1C(=O)CC(N2CCN(c3ccc(OC)cc3)CC2)C1=O (configuration not stated) | -6 | -39 |
| -5 | -4 | -1.6 | -10 | -7 | 5 | -8 | -1 | COC(=O)c1ccc(NC(=O)CSc2nc3cccnc3n2C)cc1 | -8 | 0 |
| 25 | / | 0.4 | -8 | 3 | -25 | ? | 10 | CCc1c(O)nc(SCC(=O)N2CCc3cc(OC)c(OC)cc3[C@@H]2C)[nH]c1=O | -5 | -14 |
| -20 | 4 | -2.6 | -10 | -3 | 20 | -3 | -15 | COc1cc(NC2=CC(=O)CC(C)(C)C2)cc(OC)c1 | -1 | 7 |
| -53 | -2 | -2.7 | -18 | -2 | 53 | 13 | -23 | Cc1cc(C)cc(NC(=O)C2CCCN(c3nc(C)cc(C)n3)C2)c1 (configuration not stated) | / | -11 |
| 8 | 2 | -0.7 | -19 | 0 | -8 | 1 | / | O=C(NNC(=O)c1ccccc1Br)c1ccc(Cl)c(Cl)c1 | -15 | / |
| -67 | -2 | 0.8 | 7 | 10 | 67 | 8 | 0 | O=c1c2ccccc2nc(/C=C/c2c[nH]c3ccccc23)n1-c1ccc([N+](=O)[O-])cc1 | -2 | 4 |
| 4 | / | 0.4 | -7 | -4 | -4 | 0 | -8 | CC(C)(NS(=O)(=O)OCC(Cl)(Cl)Cl)c1ccccc1 | -1 | -10 |
| -18 | 3 | -2.0 | -1 | -3 | 18 | -3 | -18 | O=C(CCn1c2c(c3ccccc31)CCCC2)NNC(=O)c1ccccc1[N+](=O)[O-] | 0 | 14 |
| 15 | -6 | -4.3 | -10 | 2 | -15 | -5 | -12 | COc1cc(NC(=S)NCCCO)c(OC)cc1Cl | -3 | -9 |
| -12 | -3 | -4.4 | -14 | -8 | 12 | -16 | 77 | CCOC(=O)c1sc2nc(-c3cccnc3)ccc2c1N | -7 | -31 |
| 9 | / | 0.8 | -6 | 5 | -9 | -8 | -1 | O=S(=O)(Nc1ccc(N2CCOCC2)cc1)c1ccccc1 | 0 | 73 |
| -2 | 9 | -1.2 | -15 | 2 | 2 | 2 | / | O=C(Cn1cnc2ccccc21)c1ccccc1 | -5 | -10 |
| 20 | -1 | -1.5 | -10 | 4 | -20 | 0 | 18 | NC(=O)CSc1ncc(-c2ccccc2)[nH]1 | -1 | -31 |
| -51 | -2 | 0.0 | -2 | -7 | 51 | 6 | -7 | COC(=O)c1ccccc1NC(=O)CSc1nnc(C(C)NC(=O)c2ccc(Cl)cc2Cl)n1C (configuration not stated) | / | / |
| 18 | -4 | -0.6 | -7 | 0 | -18 | -2 | -9 | COc1ccc(N2C(=O)CSC2c2ccc3c(c2)OCO3)c(OC)c1 (configuration not stated) | -1 | -1 |
| -26 | / | -2.2 | -9 | -15 | 26 | 2 | / | FC(F)(F)c1nc(N2CCCC2)ncc1-c1nnnn1-c1ccc(Cl)cc1 | -1 | 32 |
| 4 | -2 | -1.8 | -6 | -14 | -4 | 3 | -2 | COc1ccccc1CN1CC(C(=O)NCc2ccc(N3CCCC3=O)cc2)CCC1=O (configuration not stated) | -2 | -3 |
| -25 | 1 | -2.9 | 5 | -13 | 25 | / | / | COc1cc(S(=O)(=O)N2CCCCCC2)c(OC)cc1Br | 1 | -7 |
| -7 | / | -3.7 | -10 | -28 | 7 | 5 | 19 | Cn1c2ccsc2c2ncn(Cc3ccccc3F)c(=O)c21 | -9 | -21 |
| -1 | -2 | -2.3 | 0 | -7 | 1 | 18 | -6 | O=C(c1cc(=O)[nH]c2ccccc12)N1CC=C(c2ccccc2)CC1 | -4 | -13 |
| 0 | 9 | -0.6 | -10 | -7 | 0 | -15 | -1 | CC1(C)Cc2ccccc2-c2nnc(-c3ccco3)n21 | 2 | -36 |
| / | 6 | -1.5 | -7 | 56* | / | -6 | 10 | CC(=O)Nc1sc(C)c(C)c1C(=O)OCC(=O)Nc1cc(S(C)(=O)=O)ccc1Cl | -3 | -1 |
| 9 | 0 | -1.8 | -3 | -4 | -9 | 7 | -9 | O=C(c1ccco1)N1CCN(Cc2cccc(F)c2)CC1 | 2 | 17 |
| -9 | / | 0.1 | -15 | 38* | 9 | 1 | / | Cc1ccc(-n2c(SCC(=O)Nc3nccs3)nc3c(c2=O)SCC3)cc1 | -2 | / |
| -10 | -1 | 0.0 | -15 | 1 | 10 | -1 | 1 | Cc1nc2ccc(NC(=O)N3CCN(c4ccccn4)CC3)cc2s1 | -4 | -13 |
| -22 | 10 | -1.3 | -3 | 0 | 22 | -1 | 9 | C=CCN(CC=C)CCOc1cccc2ccccc12 | -3 | 2 |

An unsorted share of the library; overall some 4.3% were active at least once.
